Ec RNAP inh – blocks E. coli RNA polymerase transcription. hit rate 0.2% among 62,000. fluorescence transcription assay. inhibition, %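 (tested at 10 µM)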. AID 559; in the data active means inhibition above about 20%;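 further: 0% = enzyme without compound and 100% = no enzyme blank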
NADH coupling – inhibitors of enzymes used to reach an NAD/NADH endpoint; hit rate 0.02% among 65,000; AID 774; coupled PK/LDH NADH assays, four targets; IC50, µM (highest dose often 10 µM), for inactives: at the top dose inhibition;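 active means single-dose screening hits from any of four coupled enzyme assays that gave an IC50 when retested across doses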;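 further: the DPM-DC format reads NADH fluorescence rather than 340 nm absorbance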
Autofluor 339 – intrinsic fluorescence of library compounds, ex339/em460 – biochemical, MLSMR library, data from DPM-DC assay, artefact control, profiling panel; compound autofluorescence, ex339/em460 nm, NADH buffer; hits give high values; 1 = no-compound wells, NADH background; fluorescence fold increase at 10 µM; hit rate 5.5% among 65,000; AID 709;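 active means at 10 µM, mean starting fluorescence two-fold or more over control wells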;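 further: signal is the first read of a kinetic run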
HER2 expr 66K – Her2 kinase expression inhibition. HER2 level % of control, % at 10 µM. P04626. SKBR-3 HER2 protein level, AlphaScreen, 18-24 h; hits give low values. hit rate 0.69% among 65,000. AID 645;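 active means HER2 level under 5% of the carrier-only control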;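 further: 100% = DMSO carrier and 0% = 500 nM PU-H71 HSP90 inhibitor; lower value means stronger loss of Her2 protein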
M1 agonist – activates the M1 muscarinic receptor. AID 626. B-score at 10 µM. hit rate 3% among 64,000. CHO-M1 cells, Fluo-4 calcium fluorescence, agonist mode; hits give high values;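 active means fluorescence rise, raw or as B-score row- and column-corrected plate score, outside the 99.7% band of its plate's samples, either direction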
D1 mod – allosterically modulates the human D1 dopamine receptor. hit rate 5.9% among 58,000. HEK293 D1, CRE-luciferase, dopamine EC30 potentiation; actives deviate in either direction. B-score at 10 µM;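 active means luminescence count or its row- and column-corrected plate score outside the 99.7% band of the plate's sample wells, on either side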
Target sequence (P21728 whole entry, looked up): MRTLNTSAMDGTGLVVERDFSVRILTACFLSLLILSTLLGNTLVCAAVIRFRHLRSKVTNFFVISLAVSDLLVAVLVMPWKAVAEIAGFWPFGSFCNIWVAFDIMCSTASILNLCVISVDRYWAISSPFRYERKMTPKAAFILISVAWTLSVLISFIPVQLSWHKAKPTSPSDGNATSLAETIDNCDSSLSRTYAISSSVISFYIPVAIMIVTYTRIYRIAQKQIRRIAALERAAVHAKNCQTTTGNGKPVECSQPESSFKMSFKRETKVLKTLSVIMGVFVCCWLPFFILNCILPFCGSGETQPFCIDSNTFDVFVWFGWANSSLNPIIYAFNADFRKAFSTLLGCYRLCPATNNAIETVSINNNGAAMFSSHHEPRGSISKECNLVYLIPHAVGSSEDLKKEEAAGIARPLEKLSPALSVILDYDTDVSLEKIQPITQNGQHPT
M1 antag – blocks the rat M1 muscarinic receptor response to acetylcholine | CHO-M1 cells, Fluo-4 calcium, ACh EC80 antagonist mode; hits give low values | P08482 | hit rate 3.4% among 64,000 | B-score at 10 µM | AID 628;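 active means calcium fluorescence response, raw or row-and-column corrected B-score, differing from the plate sample mean either way at a set confidence level, mostly lower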
Hsp90 block – displaces geldanamycin probe from tumor Hsp90 | P07900 | NCI-N417 lysate Hsp90, Cy3B-geldanamycin FP displacement | inhibition, % at 30 µM | hit rate 0.35% among 64,000 | AID 429;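 active means inhibition above 50%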;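 further: 0% = tracer plus lysate wells and 100% = tracer alone without lysate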
HTR1A agonist – agonists of human 5-HT1a serotonin receptor; P08908; CHO 5-HT1a Ga15 NFAT-bla reporter, FRET ratio; 0% basal, 100% maximal reference agonist; activation, % at 10 µM; hit rate 0.56% among 65,000; AID 567;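 active means activation above the screen-wide mean activation plus 3 SD, cut at about 19% in these data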;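 further: 0% = DMSO wells and 100% = 5-CT at EC100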
Target sequence (P08908 whole entry, looked up): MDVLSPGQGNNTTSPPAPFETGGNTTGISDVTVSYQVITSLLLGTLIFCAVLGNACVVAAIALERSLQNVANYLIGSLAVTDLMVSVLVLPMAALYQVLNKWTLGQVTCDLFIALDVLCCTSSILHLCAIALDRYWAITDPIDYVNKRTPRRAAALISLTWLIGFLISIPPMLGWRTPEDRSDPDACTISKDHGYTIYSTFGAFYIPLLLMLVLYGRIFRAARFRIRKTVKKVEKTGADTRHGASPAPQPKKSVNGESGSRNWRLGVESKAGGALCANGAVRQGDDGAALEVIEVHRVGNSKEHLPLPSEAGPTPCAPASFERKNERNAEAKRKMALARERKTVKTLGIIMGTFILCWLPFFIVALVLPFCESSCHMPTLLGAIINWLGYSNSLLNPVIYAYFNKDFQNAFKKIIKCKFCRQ
* marks the source's active call; other numbers are inactive results; & = joins results of further samples; [ ] = dose if it differs, or a comment. Compounds were not picked by outcome. About 16% of those tested had a hit in this group.

For COc1ccccc1OCc1nc(C#N)c(N2CCC(C(N)=O)CC2)o1 the results were Ec RNAP inh 2, NADH coupling 5%, Autofluor 339 1.1, HER2 expr 66K 106, M1 agonist 0.66, D1 mod -1.1, M1 antag -0.36, Hsp90 block -2 and HTR1A agonist -2.9.
Screening O=C(CSc1ccc(Cl)cc1)NC1CCCC1 returned Ec RNAP inh 1, NADH coupling 3%, Autofluor 339 1.1, HER2 expr 66K 167, M1 agonist -0.014, D1 mod 1.2 and M1 antag -0.38.
`CCOC(=O)c1cccc(NC(=O)CSc2nc3ccccc3c(=O)n2CCOC)c1` gave Ec RNAP inh 0, NADH coupling 5%, Autofluor 339 1.1, HER2 expr 66K 77, D1 mod -0.74, Hsp90 block -2 and HTR1A agonist 0.0.
`CN1CCN(C(=O)c2ccc(S(=O)(=O)c3ccc(Br)cc3)cc2)CC1` gave Ec RNAP inh 5, NADH coupling 7%, Autofluor 339 1, HER2 expr 66K 97, M1 agonist -0.9, M1 antag 0.33, Hsp90 block 1 and HTR1A agonist -2.7.
Screening O=C(c1ccc(S(=O)(=O)N2CCOCC2)cc1)N1CCN(c2ccccc2F)CC1 returned Ec RNAP inh -2, NADH coupling 5%, Autofluor 339 1.1, HER2 expr 66K 86, M1 agonist 0.32, D1 mod 0.17, M1 antag 1.9, Hsp90 block -3 and HTR1A agonist -2.0.
Screening O=S(=O)(c1ccc(F)c(F)c1)N1CCN(Cc2ccc3c(c2)OCO3)CC1 returned Ec RNAP inh -2, NADH coupling 3%, Autofluor 339 1.1, HER2 expr 66K 102, M1 agonist 1.3, D1 mod -0.73, M1 antag -1, Hsp90 block 0 and HTR1A agonist -1.2.
For COc1ccc(N(CC(=O)N2CCc3ccccc3C2)S(=O)(=O)c2c(C)[nH]c(=O)[nH]c2=O)cc1 the results were Ec RNAP inh -6, NADH coupling 0%, Autofluor 339 1.1, HER2 expr 66K 98, M1 agonist -0.33, D1 mod -0.19, M1 antag -0.24, Hsp90 block -3 and HTR1A agonist 0.1.
`Cc1cc(C)n(CNc2nc(C(F)(F)F)cs2)n1` gave Ec RNAP inh 1, NADH coupling 5%, Autofluor 339 1.1, HER2 expr 66K 88, M1 agonist -0.23, D1 mod 0.31, M1 antag 0.72, Hsp90 block -1 and HTR1A agonist -3.2.
`O=C(Nc1cccc(O)c1)C1CCCN1C(=O)OCc1ccccc1` (centres undefined) gave NADH coupling 8%, Autofluor 339 1.1, HER2 expr 66K 87, M1 agonist -0.14, D1 mod -0.39, M1 antag 0.5, Hsp90 block -2 and HTR1A agonist -2.7.
Screening CCOCCCNC(=O)c1ccccc1SC returned Ec RNAP inh 4, NADH coupling 3%, Autofluor 339 1.1, HER2 expr 66K 103, M1 agonist -0.018, D1 mod 0.26, M1 antag 0.9, Hsp90 block -4 and HTR1A agonist -1.0.
For CCC1(CC)C(=O)NC(=O)NC1=NCCc1ccc(O)cc1 the results were Ec RNAP inh -5, NADH coupling 2%, Autofluor 339 1.1, HER2 expr 66K 151, M1 agonist 0.26, D1 mod 0.085, M1 antag -0.0037, Hsp90 block -5 and HTR1A agonist -4.8.
Screening CCOc1ccc(C2CC(c3ccc(F)cc3)Nc3nc(N)nn32)cc1 (centres undefined) returned Ec RNAP inh 9, NADH coupling 11%, Autofluor 339 1.1, HER2 expr 66K 87, M1 agonist -0.36, D1 mod 0.033, M1 antag -0.54, Hsp90 block -1 and HTR1A agonist -2.3.
CCOC(=O)CCn1c2nc(C)cc(C)c2c(=O)n1-c1ccccc1 was read as Ec RNAP inh 3, NADH coupling 34%[fluoresces], Autofluor 339 4.5*, HER2 expr 66K 102, M1 agonist 0.48, D1 mod 2.2*, M1 antag 0.54, Hsp90 block 1 and HTR1A agonist -3.9.
`CCc1nc(SCC(=O)Nc2c(C)n(C)n(-c3ccccc3)c2=O)n[nH]1` gave Ec RNAP inh 7, NADH coupling 1%, Autofluor 339 1.2, HER2 expr 66K 120, M1 agonist 0.0043, D1 mod 0.096, M1 antag -0.56, Hsp90 block -2 and HTR1A agonist -2.2.
Screening O=C(c1ccc(COc2ccccc2Cl)o1)N1CCN(c2ccccc2)CC1 returned Ec RNAP inh 9, NADH coupling 7%, Autofluor 339 1.1, HER2 expr 66K 84, M1 agonist 0.37, M1 antag 2, Hsp90 block -2 and HTR1A agonist 1.1.
Screening CCN(CC)S(=O)(=O)c1cccc(C(=O)OCc2cc(=O)n3nc(C)sc3n2)c1 returned Ec RNAP inh 10, NADH coupling 4%, Autofluor 339 1, HER2 expr 66K 81, M1 agonist -0.085, D1 mod 2, M1 antag -0.019, Hsp90 block -2 and HTR1A agonist -2.0.
Screening CC(C)(C)c1nnc2sc(SCC(=O)N3CCCc4ccccc43)nn2c1=O returned Ec RNAP inh -2, NADH coupling 9%, Autofluor 339 0.99, HER2 expr 66K 26, M1 agonist 0.13, D1 mod -0.051, M1 antag 0.29, Hsp90 block -5 and HTR1A agonist -1.5.
Screening C=CCc1c(C)nc(SCC(=C)C)[nH]c1=O returned Ec RNAP inh 5, NADH coupling 7%, Autofluor 339 1.1, HER2 expr 66K 221, M1 agonist 1.2, D1 mod 1.8 and M1 antag 0.017.
For Cc1cnc(C(=O)OCC(=O)NC2CCCCC2)cn1 the results were Ec RNAP inh 0, NADH coupling 5%, Autofluor 339 1.1, HER2 expr 66K 102, M1 agonist -0.84, M1 antag -0.2, Hsp90 block -3 and HTR1A agonist -2.0.
`Cc1ccc(N2CC(C(=O)NCC3CCCO3)CC2=O)cc1Cl` (centres undefined) gave Ec RNAP inh 12, NADH coupling 3%, Autofluor 339 1.1, HER2 expr 66K 107, M1 agonist -0.88, M1 antag -0.15, Hsp90 block 0 and HTR1A agonist 1.0.
Cc1ccc(S(=O)(=O)NC(CC(=O)O)c2ccccc2)cc1 (centres undefined) was read as Ec RNAP inh 1, NADH coupling 7%, Autofluor 339 1.1, HER2 expr 66K 109, M1 agonist -0.068, D1 mod 0.028, M1 antag -0.042, Hsp90 block -1 and HTR1A agonist -2.0.
Screening Cc1cc2c(s1)c1cnn(CC(=O)NCCc3ccccc3)c(=O)c1n2C returned Ec RNAP inh 0, NADH coupling 9%, Autofluor 339 0.96, HER2 expr 66K 98, M1 agonist 0.0053, D1 mod 0.47, M1 antag 3.1*, Hsp90 block -5 and HTR1A agonist 1.9.
COCCCNC(=O)c1cn(Cc2c(F)cccc2Cl)nn1 was read as Ec RNAP inh -10, NADH coupling 5%, Autofluor 339 1.1, HER2 expr 66K 144, M1 agonist 0.28, D1 mod -3.9*, M1 antag 0.092, Hsp90 block -3 and HTR1A agonist -0.2.
For CCC(C)(C)n1nnnc1C(c1ccc(OC)c(OC)c1)N1CCN(c2cccc(OC)c2)CC1 (centres undefined) the results were Ec RNAP inh 4, NADH coupling 7%, Autofluor 339 0.93, HER2 expr 66K 113, Hsp90 block 1 and HTR1A agonist -1.1.

Part of the list above in order of formula weight, high to low.
`CCOC(=O)c1cccc(NC(=O)CSc2nc3ccccc3c(=O)n2CCOC)c1` gave Ec RNAP inh 0, NADH coupling 5%, Autofluor 339 1.1, HER2 expr 66K 77, D1 mod -0.74, Hsp90 block -2 and HTR1A agonist 0.0.
CCOC(=O)CCn1c2nc(C)cc(C)c2c(=O)n1-c1ccccc1 was read as Ec RNAP inh 3, NADH coupling 34%[fluoresces], Autofluor 339 4.5*, HER2 expr 66K 102, M1 agonist 0.48, D1 mod 2.2*, M1 antag 0.54, Hsp90 block 1 and HTR1A agonist -3.9.
For CCC1(CC)C(=O)NC(=O)NC1=NCCc1ccc(O)cc1 the results were Ec RNAP inh -5, NADH coupling 2%, Autofluor 339 1.1, HER2 expr 66K 151, M1 agonist 0.26, D1 mod 0.085, M1 antag -0.0037, Hsp90 block -5 and HTR1A agonist -4.8.
For Cc1cnc(C(=O)OCC(=O)NC2CCCCC2)cn1 the results were Ec RNAP inh 0, NADH coupling 5%, Autofluor 339 1.1, HER2 expr 66K 102, M1 agonist -0.84, M1 antag -0.2, Hsp90 block -3 and HTR1A agonist -2.0.
`Cc1cc(C)n(CNc2nc(C(F)(F)F)cs2)n1` gave Ec RNAP inh 1, NADH coupling 5%, Autofluor 339 1.1, HER2 expr 66K 88, M1 agonist -0.23, D1 mod 0.31, M1 antag 0.72, Hsp90 block -1 and HTR1A agonist -3.2.

(further entries)
`COCc1nc2ccccc2n1Cc1ccccc1` gave Ec RNAP inh -7, NADH coupling 0%, Autofluor 339 1.1, HER2 expr 66K 103, M1 agonist 0.018, D1 mod -0.66, M1 antag 0.076, Hsp90 block -1 and HTR1A agonist -0.6.
Screening CN1C(=O)C(O)(CC(=O)c2ccccc2O)c2cc(Br)ccc21 (centres undefined) returned Ec RNAP inh 5, NADH coupling 3%, Autofluor 339 1.1, HER2 expr 66K 61, M1 agonist -0.42, D1 mod 0.18, M1 antag 0.042, Hsp90 block -4 and HTR1A agonist 5.0.
For O=C(c1cnccn1)N1CCN(C/C=C/c2ccccc2)CC1 the results were Ec RNAP inh -2, NADH coupling 10%, Autofluor 339 0.91, HER2 expr 66K 51, M1 agonist -0.56, M1 antag 0.16 and HTR1A agonist -2.0.
`CCn1c(=O)cc(SCC(=O)N2CCN(c3ccccn3)CC2)c2ccccc21` gave Ec RNAP inh 3, NADH coupling 8%, Autofluor 339 1.2, HER2 expr 66K 73, M1 agonist 5.9*, M1 antag -1.9, Hsp90 block -3 and HTR1A agonist -0.9.
Screening CCOC(=O)c1cccc(NC(=O)CCc2c(C)nc3ncnn3c2C)c1 returned Ec RNAP inh 5, NADH coupling 7%, Autofluor 339 1.1, HER2 expr 66K 157, M1 agonist -0.082, M1 antag -0.44, Hsp90 block -5 and HTR1A agonist -0.9.
Screening CCOc1ccc(S(=O)(=O)n2ccc(C)n2)c2ccccc12 returned Ec RNAP inh 6, NADH coupling 4%, Autofluor 339 1.2, HER2 expr 66K 66, M1 agonist 13*, D1 mod 0.17, M1 antag 0.32, Hsp90 block 0 and HTR1A agonist -0.2.
Screening Cc1ccc2c(c1)-c1cc(C)nn1C(c1ccc3c(c1)OCO3)N2 (centres undefined) returned Ec RNAP inh 5, NADH coupling 5%, Autofluor 339 2, HER2 expr 66K 97, M1 agonist -0.0046, D1 mod 5.3*, M1 antag -1.7, Hsp90 block -1 and HTR1A agonist 3.5.
For Cc1cc(CNC(=O)Nc2ccc3c(c2)OCO3)nn1C the results were Ec RNAP inh -2, NADH coupling 2%, Autofluor 339 1.1, HER2 expr 66K 126, M1 agonist -0.023, D1 mod -0.43, M1 antag 0.42, Hsp90 block 3 and HTR1A agonist -3.6.
Screening COc1ccc(CN(C)CCc2ccccn2)c(OC)c1OC returned Ec RNAP inh 6, NADH coupling 24%, Autofluor 339 1.1, HER2 expr 66K 122, M1 agonist -0.079, D1 mod -1.8, M1 antag -0.5, Hsp90 block 0 and HTR1A agonist 2.9.
`Cc1cc(C(C)(C)C)cc(C)c1CC1=NCCN1` gave Ec RNAP inh 18, NADH coupling 1%, Autofluor 339 0.99, HER2 expr 66K 89, M1 agonist -0.012, D1 mod -0.17, M1 antag -8.4*, Hsp90 block 0&-1 and HTR1A agonist 43*.
For Cc1nc(C)c(C(=O)C2=C(O)C(=O)N(CCCn3ccnc3)C2c2ccc(Cl)cc2)s1 (centres undefined) the results were Ec RNAP inh 5, NADH coupling 8%, Autofluor 339 1.1, HER2 expr 66K 94, M1 agonist 2.5, M1 antag -0.034, Hsp90 block -7 and HTR1A agonist -4.1.
`O=C(CSc1nc2ccccc2o1)c1ccc2c(c1)OCCO2` gave Ec RNAP inh 0, NADH coupling 5%, Autofluor 339 1.1, HER2 expr 66K 133, M1 agonist -3, D1 mod -0.51, M1 antag 0.22, Hsp90 block 5 and HTR1A agonist -1.1.
